# Source: PubChem BioAssay (National Center for Advancing Translational Sciences (NCATS))
# LDHA inh – blocks human lactate dehydrogenase A; P00338; purified LDHA, NADH/diaphorase-resazurin fluorescence; active compounds read low; activity change, % (values are at about 110 or 230 µM); 480,000 compounds, 0.15% hits; in the data active means activity change below about -30%; inconclusive means mostly about -25% to -30%;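 further: plate controls were DMSO wells for no effect and wells without enzyme for full effect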
#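 Human LDH5 at 2 nM final in Tris HCl pH 7.4 with 0.06 mM NADH and 0.2 mM pyruvate, reacted 5 minutes at room temperature. Remaining NADH coupled via diaphorase/resazurin; resorufin fluorescence read at 0 and 20 minutes, normalized to enzyme-free and DMSO wells.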
# Starred values were filed as active, the others as inactive; ? = inconclusive. An excerpt (hit frequency here may not be typical).
SMILES,LDHA inh
CCOC(=O)C(NC(=O)c1ccccc1)c1c(C)nn(-c2cccc(C(F)(F)F)c2)c1C (centres undefined),11.2
CCCC1CCC(c2ccc(OC(=O)c3cccs3)cc2)CC1 (centres undefined),-6.5
NCC(Cc1ccccc1F)c1ccccc1 (centres undefined),2.9
COc1cccc(CNC(=O)Cc2n[nH]c(=O)c3ccccc23)c1,2.9
O=C(CCC1NC(=O)N(CCc2c[nH]c3ccc(F)cc23)C1=O)Nc1ccccc1 (centres undefined),3.1
Cc1[nH]c2ccccc2c1/C=C(/C#N)C(=O)NCCO,4.1
O=C(CCCCN1CCC(c2ccccc2)C1)c1ccccc1 (centres undefined),-7.6
Cc1nc2nc3ccn(CCCN(C)C)c(=O)c3c(-c3ccccc3)n2n1,?
CCN(CC(=O)NC)S(=O)(=O)N1CCCCC1,-4.4
Cc1ccc(S(=O)(=O)N2[C@H](CC(=O)Oc3ccccc3)OC[C@@H]2C(C)C)cc1,-3.9
O=C(Nc1cccc2ncccc12)c1ccc2ccccc2c1,-14.8
CCOC(=O)Cn1c(CN2CCN(C(=O)OCC)CC2)nc2c1c(=O)n(C)c(=O)n2C,-0.3
CSc1nc(Nc2cccc(F)c2)c(C#N)c(-c2ccccc2)n1,-1.3
O=C(COc1ccc(Br)cc1)N1CCC(c2ccccc2)=N1,-5.7
CCCCCCNC(=O)Nc1nnc(-c2ccncc2)s1,-4.5
CCOCCCNCc1ccc(-c2ccc(F)cc2)o1,-1.6
COc1ccc(-c2nc3cc(NC(=O)c4ccccc4)ccc3o2)cc1,-38.8*
Cc1ccc2c(c1)NC(=O)c1cc(S(=O)(=O)N(C)c3ccc(Br)cc3)ccc1O2,1.2
O=C(OC/C=C/CSc1nnc(-c2cccc3ccccc23)o1)c1ccc(F)cc1,2.5
CCOC(=O)c1ccc2ncc(C(=O)OCC)c(NCCCOC(=O)c3ccc(Cl)cc3)c2c1,5.6
CC(C)(C)NC(=O)c1nn(-c2ccccc2)c(=O)c2ccccc12,-13.7
COc1ccc2nc(Nc3nc(C)c(Cc4ccccc4Cl)c(=O)[nH]3)nc(C)c2c1,-3.7
CC(OC(=O)Cc1n[nH]c(=O)c2ccccc12)C(=O)NCc1ccccc1 (centres undefined),-4.2
N#CCCN(C(=O)CSc1nnnn1-c1cccc(Cl)c1)c1ccc(F)cc1,6.3
CN(C)CCCNCc1ccccc1,-1.9
Cc1cc2oc(=O)cc(CN3CCN(C(=O)C4COc5ccccc5O4)CC3)c2cc1C (centres undefined),-12.4
Cc1cc(S(=O)(=O)N(C)C)c(C)cc1Br,-2.7
CCCOC(=O)c1c(-c2ccc(C)cc2)csc1NC(=O)c1ccoc1C,-1.4
COc1ccc2nc(SCC(=O)N(C3CCCC3)C3CCS(=O)(=O)C3)[nH]c2c1 (centres undefined),3.6
O/N=C1\CCCc2c1nc(-c1ccco1)n2O,14.6
CC(Sc1cc(Cl)ccc1Cl)C(=O)NC(C)(C)C (centres undefined),0.7
FC(F)(F)c1cccc(CSc2nnc(SCc3cccc(C(F)(F)F)c3)s2)c1,1.1
O=C1CCc2cc(S(=O)(=O)Nc3ccc4ncccc4c3)ccc2N1,-3.7
Cc1ccc(C(=O)Nc2ccc(N(C)C)cc2)cc1C,1.1
CNC(=O)c1cccc(NC(=O)c2cnc3ccccc3n2)c1,8.6
O=C1Nc2ccccc2-n2nnnc2C1N1CCN(c2ccccn2)CC1 (centres undefined),-6.4
COc1cccc(C(=O)NN)c1,-0.2
O=C(CSc1ccc2c(c1)OCCO2)NC(c1ccccc1)c1cccs1 (centres undefined),-2.1
CCCNC(=O)N[C@H]1CC[C@@H](CCn2cc(-c3cccc(F)c3)nn2)O[C@@H]1CO,-7.3
Cc1cc(C)nc(NC(=O)Nc2cccc(Cl)c2C)c1,-11.5
Cc1nn(Cc2ccccc2)c(C)c1NC(=O)Nc1cccc(Cl)c1,-8.3
Cc1nc(CSCC(=O)NCc2cccs2)cs1,-1.1
Cc1cc(C(=O)N(Cc2ccco2)C2CC2)sc1C,3.6
COc1ccc2c3c(n(C(=O)OC(C)(C)C)c2c1)C1CC=C(COC(C)=O)CN1CC3 (centres undefined),-0.6
CCCc1ccc(NC(=O)Cc2c[nH]c3ccccc23)cc1,0.4
CCOc1ccc(-c2cc3c(N4CCC(C(=O)NCc5cccs5)CC4)nccn3n2)cc1,-1.9
CCCCn1c(=O)c2sccc2n(CC(=O)N(CC)c2ccccc2)c1=O,6.9
Nc1nc(CN2CCN(C(=O)c3cc(Cl)cc(Cl)c3)CC2)nc2ccccc12,1.0
CC1C(=O)CCN(C2CC2)C1C (centres undefined),3.7
COc1ccccc1-n1cc(C(=O)c2cc(Br)ccc2O)cc(C#N)c1=O,0.6
CC(NC(=O)CSCC(N)=O)c1ccc(Cl)s1 (centres undefined),3.6
COc1ccc(/C=C/c2nc(C#N)c(N(C)C)o2)cc1OC,0.6
O=C(CCc1ncc(-c2ccc(F)cc2F)o1)N1CCN(S(=O)(=O)c2cc(F)ccc2F)CC1,7.4
CC1(C)CCCC(C)(C#CCN2CCN(C(c3ccccc3)c3ccccc3)CC2)O1 (centres undefined),-5.6
CCN(Cc1cccs1)C(=O)CCl,2.5
C=CCn1c(SCc2nc3ccccc3o2)nnc1-c1ccccc1,3.6
CCCc1noc(C(C)Sc2cc(C(N)=O)c3ccccc3n2)n1 (centres undefined),7.5
CCOCCn1c(-n2nc(C)cc2C)nc2c1c(=O)n(Cc1ccccc1F)c(=O)n2C,-7.2
COc1cc(C(C)=O)ccc1OCc1ccc(C#N)cc1,?
CC(C)(C)NC(=O)CNC(=O)CC1C=CCC1 (centres undefined),-3.1
# (more compounds)
SMILES,LDHA inh
CCCCN1C(C)=NS(=O)(=O)c2cc(C(=O)Nc3ccc(OCC)cc3)ccc21,0.4
CC(C)n1ncc2cc(NC(=O)c3cccc(S(=O)(=O)N4CCCC4)c3)cnc21,3.9
Cc1cc(C)c2oc(=O)cc(CN3CCN(CCc4ccccn4)CC3)c2c1,-8.0
O=C(Nc1ccc2oc(-c3cccnc3)nc2c1)c1cccc([N+](=O)[O-])c1,7.3
O=c1oc2cc(OCc3nn[nH]n3)ccc2cc1-c1ccc(Cl)cc1,-7.2
CCC(=O)Nc1ccc(Cl)c(NC(=O)c2ccc3c(c2)OCO3)c1,-6.1
O=C(O)c1cccc(COc2cccc(Br)c2)c1,-5.0
Clc1ccccc1-n1nnnc1-c1ccncc1,-6.3
CCCC(NC(C)C(=O)O)C(=O)OCC (centres undefined),-4.5
O=C(Nc1ccccc1Cl)c1nc2ccccc2nc1N1CCOCC1,5.7
FC(F)(F)c1cnc(Sc2ncnc3sccc23)c(Cl)c1,7.6
CCCCCn1nc(C(=O)OCC(=O)Nc2cc(C)on2)c2ccccc2c1=O,6.6
Cc1ccc(NC(=O)Cc2nc(CSc3nncn3-c3ccc(C)cc3C)cs2)cc1,0.8
C=CC[N+](CC)(CC)CC#Cc1ccccc1,-2.2
Cc1cc2c(s1)c1cnn(Cc3cc(F)c(F)c(F)c3)c(=O)c1n2C,-11.5
Nc1[nH]c(C(=O)c2ccccc2)c(-c2ccc(Cl)cc2Cl)c1C(=O)c1ccc(Cl)c(Cl)c1,4.5
COc1cccc(/C=C/c2ccc3cccc([N+](=O)[O-])c3n2)c1,-3.0
CCOc1ccc(-c2ccc(C#N)c(SCC(=O)Nc3ccc(F)cc3)n2)cc1,0.6
O=C1/C(=C/c2cnc(-c3ccccc3)nc2)CS(=O)(=O)c2ccccc21,4.4
Cc1ncsc1C(=O)NCc1cccnc1,-0.5
Cc1ccccc1C(=O)Nc1nonc1-c1ccc(Cl)cc1,-4.5
COc1ccc(NC(=O)C(c2ccc(OC)cc2)n2c(=O)c(-c3ccco3)nc3ccccc32)cc1 (centres undefined),1.2
CC(=O)Nc1ccc(NC(=O)COC(=O)c2ccc3ccccc3n2)cc1,12.7
COCCNC(=S)N/N=C(/C)c1ccc(C(C)(C)C)cc1,-0.5
CCCN1C[C@@H](C)[C@@H](OC)CN(C)C(=O)c2ccc(NC(=O)c3cccc(F)c3)cc2OC[C@H]1C,-1.0
Cc1ncc(-c2ccc(C)c(S(=O)(=O)N3CCN(c4ccc(F)cc4)CC3)c2)o1,0.4
O=C(COCc1nc2ccccc2c(=O)[nH]1)Nc1nc(-c2ccc3c(c2)CCC3)cs1,-30.6*
CC1CCC(NC(=O)c2ccccc2S(C)(=O)=O)CC1 (centres undefined),-1.5
CCN(CC(=O)N(C)C)C(=O)Cn1c(C)c(Br)c2ccccc21,-18.2
O=C1C(c2ccccc2F)N(C2CCCC2)C(=O)CN1C1CCCCCC1 (centres undefined),-3.0
CN(C)S(=O)(=O)c1ccc2oc(SCCOc3cccc(Br)c3)nc2c1,-7.0
O=C(CCCCCCCC(=O)Nc1ccc(C(=O)c2ccccc2)cc1)Nc1ccc(C(=O)c2ccccc2)cc1,-3.1
Cc1cc(C)c2nc(-c3cccc(N)c3)cc(C(=O)O)c2c1,2.8
C=CCn1c(N2CCN(Cc3ccccc3)CC2)nc2c1c(=O)n(C)c(=O)n2C,0.6
Cc1ccc(C(=O)c2oc3cc(NC(=O)c4ccco4)ccc3c2C)cc1,0.1
Cc1nc(N2CCS(=O)CC2)c2c(-c3ccccc3)csc2n1,-1.6
Cc1nn(-c2ccc3nncn3n2)c2c1C(c1c(F)cccc1F)CC(=O)N2 (centres undefined),0.4
O=C1NC[C@@H](CCCCN2C[C@H](Cc3ccccc3)N(CC3CCCCC3)C(=O)C2=O)N(CCc2ccccc2)C1=O,-0.3
Cc1ccccc1CCNC(=O)C1CC2CCCC(C1)C2=O (centres undefined),-3.5
O=C(Cc1ccsc1)NCCc1ccccc1,-0.3
COc1ccc2c(c1)cc(C(=O)NC(C)c1ccccc1)n2C (centres undefined),0.9
CCN(CC)S(=O)(=O)c1ccc2c(c1)CC(C(=O)NCCc1ccc(Cl)cc1)N2C(C)=O (centres undefined),9.2
Clc1ccccc1-c1noc(CCc2nc3ccccc3[nH]2)n1,-7.1
CCCNc1c(NC(=O)CCc2ccccc2)c(=O)oc2ccccc12,0.2
CCc1ccc(-c2noc(CN3CCCc4c(C(=O)NC(C)C)cccc43)n2)cc1,6.6
CCC(=O)NCc1ccc(-c2nc3ccccc3s2)cc1,-31.2*
O=C(Nc1ccccc1-c1nc(Cc2ccccc2)no1)c1cccnc1,0.0
CCc1c(C)sc(NC(=O)C(c2ccccc2)c2ccccc2)c1C#N,-0.8
Cc1ccc(-c2csc(NC(=O)c3cc4cnn(C(C)C)c4nc3C)n2)cc1,-18.0
COc1cc(/C=C/C(=O)OC(C)C(=O)c2ccc(C)cc2)ccc1OCC#N (centres undefined),2.4
COc1ccc(C(=O)/C=C/c2ccccc2F)c(OC(=O)c2ccccc2Br)c1,27.7
Cc1ccccc1Cn1cc(CCC(=O)NC2CC2)c2ccccc21,?
O=C(O)c1ccccc1-c1ncc(-c2ccc(F)cc2)o1,1.8
CCOc1cc(C#N)c(NC(=O)c2ccccc2)cc1OCC,-7.4
O=C(CCc1ccco1)NCC1CC1,-2.4
CC1CC(NC(=O)CCC(=O)O)CC(C)(C)C1 (centres undefined),-22.6
CC(c1nc2ccccc2s1)N(C)C(=O)c1ccc(S(=O)(=O)Nc2ccccc2)cc1 (centres undefined),1.6
CCCn1c(SCC(=O)O)nc2c1c(=O)[nH]c(=O)n2C,-24.2
Cc1ccc(NC(=O)Cn2nc(C(=O)O)c3ccccc3c2=O)c(Br)c1,41.7
N#Cc1cccc(OCC(=O)Nc2ccccc2)c1,-1.5

# Some of the entries above in another layout:
Molecule | LDHA inh
CCc1ccc(-c2noc(CN3CCCc4c(C(=O)NC(C)C)cccc43)n2)cc1 | 6.6
CCC(=O)NCc1ccc(-c2nc3ccccc3s2)cc1 | -31.2*

# (list continues)
SMILES,LDHA inh
CO[C@H]1CN(C)C(=O)c2ccc(NC(=O)C3CCC3)cc2OC[C@H](C)N(Cc2ccc(F)cc2)C[C@@H]1C,-0.5
Cc1ccccc1C1CC(=O)Oc2c1c(=O)n(C)c1ccccc21 (centres undefined),-10.0
CCC(CO)NC(=S)Nc1cccc(C)c1 (centres undefined),-1.7
COc1ccc(C2=C(O)C(=O)N(Cc3ccc(C)cc3)C2c2ccc(F)cc2)cc1 (centres undefined),0.5
Brc1ccc(-c2nnc(CN3CCN(c4ccccc4)CC3)o2)s1,1.4
CCCn1c(=O)[nH]c(=O)c2c3c(cnc21)C(=O)CC(c1ccco1)C3 (centres undefined),5.9
Cc1cc(=O)oc2cc(OCC(=O)NCCC3CCN(Cc4ccccc4)CC3)ccc12,0.2
CN(CCCNC(=O)c1nc2ccccc2c(=O)[nH]1)C(=O)c1ccc(-c2ccccc2)cc1,1.1
Cc1cccc(Cn2c(=O)c3c(nc(-n4nc(C)cc4C)n3CC(C)C)n(C)c2=O)c1,-5.7
CC(C)N(Cc1ccccc1)C(=O)COc1ncnc2c(Cl)cc(Cl)cc12,6.5
COc1ccc(-c2c(C)[nH]n3c(=O)c(Cl)c(C)nc23)cc1,-5.3

# In the list so far, these contain bromine:
SMILES,LDHA inh
O=C(COc1ccc(Br)cc1)N1CCC(c2ccccc2)=N1,-5.7
Cc1ccc2c(c1)NC(=O)c1cc(S(=O)(=O)N(C)c3ccc(Br)cc3)ccc1O2,1.2
Cc1cc(S(=O)(=O)N(C)C)c(C)cc1Br,-2.7
COc1ccccc1-n1cc(C(=O)c2cc(Br)ccc2O)cc(C#N)c1=O,0.6
O=C(O)c1cccc(COc2cccc(Br)c2)c1,-5.0
CCN(CC(=O)N(C)C)C(=O)Cn1c(C)c(Br)c2ccccc21,-18.2
CN(C)S(=O)(=O)c1ccc2oc(SCCOc3cccc(Br)c3)nc2c1,-7.0
COc1ccc(C(=O)/C=C/c2ccccc2F)c(OC(=O)c2ccccc2Br)c1,27.7
Cc1ccc(NC(=O)Cn2nc(C(=O)O)c3ccccc3c2=O)c(Br)c1,41.7
Brc1ccc(-c2nnc(CN3CCN(c4ccccc4)CC3)o2)s1,1.4
